Screening data from PubChem BioAssay.
Cathepsin G inh: blocks human cathepsin G enzyme activity; P08311; purified enzyme, AMC-tetrapeptide fluorescence, pooled mixtures; inhibition, % at 5 µM (by protocol); 62,000 tested, 0.2% active;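 active = inhibition above 20% in each of the two mixture wells holding the compound; inactive = inhibition of 20% or less in either well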;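 note: 0% = enzyme control without mixture and 100% = blank lacking enzyme; strong numbers were not always called active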
CatB inh: inhibitors of human cathepsin B; 63,000 tested, 0.1% active; inhibition, %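 (tested at 10 µM)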; P07858; purified cathepsin B, fluorogenic substrate, fluorescence; AID 453; in the data active = inhibition above about 21%;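 note: 0% = enzyme with no compound and 100% = no enzyme blank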
HER2 expr 66K: Her2 kinase expression inhibition. SKBR-3 HER2 protein level, AlphaScreen, 18-24 h; stronger effect = lower value. 65,000 tested, 0.69% active. P04626. HER2 level % of control, % at 10 µM;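 active = HER2 level under 5% of the carrier-only control; inconclusive = no clear call, values can overlap the other calls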;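 note: 100% = DMSO carrier and 0% = 500 nM PU-H71 HSP90 inhibitor; lower value means stronger loss of Her2 protein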
PKA inh: PKA (human) kinase inhibition. 65,000 tested, 0.1% active. inhibition, % at 6 µM. PKA Kemptide phosphorylation, Kinase-Glo ATP luminescence;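 active = inhibition above the screen-wide mean inhibition plus 3 SD, cut at about 21% in these data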; note: many of its hits are not listed in these tables
CatB mixtures: human cathepsin B inhibition by mixtures; P07858; Purified cathepsin B, AMC dipeptide fluorescence, compound mixtures; inhibition, %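 (ten-compound pools at 5 µM per compound and 50 µM total)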; 62,000 tested, 0.06% active; AID 488; in the data active = inhibition above about 22%, passing the limit was not always enough; inconclusive = no clear call, values can overlap the other calls;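 note: 0% = enzyme without compound and 100% = no enzyme blank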
C1s block: human complement C1s inhibition | P09871 | purified C1s, fluorogenic AMC substrate, pooled mixtures | mean inhibition % of two 10-compound mixtures (stronger effect = higher value), % at 5 µM (by protocol) | 62,000 tested, 0.16% active;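 active = inhibition above 20% in each of the two 10-compound mixture wells holding the compound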;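 note: 0% = enzyme wells lacking compound mixture and 100% = no-enzyme blank wells; some compounds called inactive have numbers as strong as hits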
Target sequence (P09871 16-437 limits assumed): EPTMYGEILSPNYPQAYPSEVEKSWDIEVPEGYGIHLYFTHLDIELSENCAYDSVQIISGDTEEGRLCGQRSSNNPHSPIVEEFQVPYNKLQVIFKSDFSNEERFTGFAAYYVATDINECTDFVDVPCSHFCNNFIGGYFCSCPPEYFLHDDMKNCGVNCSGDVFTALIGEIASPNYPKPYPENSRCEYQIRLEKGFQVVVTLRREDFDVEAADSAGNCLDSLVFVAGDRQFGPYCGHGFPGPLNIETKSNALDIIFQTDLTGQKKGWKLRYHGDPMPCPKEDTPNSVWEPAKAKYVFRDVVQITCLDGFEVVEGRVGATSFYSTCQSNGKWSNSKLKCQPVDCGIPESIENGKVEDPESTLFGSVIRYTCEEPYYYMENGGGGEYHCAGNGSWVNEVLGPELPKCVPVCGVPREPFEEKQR
Target sequence (P09871 438-688 limits assumed): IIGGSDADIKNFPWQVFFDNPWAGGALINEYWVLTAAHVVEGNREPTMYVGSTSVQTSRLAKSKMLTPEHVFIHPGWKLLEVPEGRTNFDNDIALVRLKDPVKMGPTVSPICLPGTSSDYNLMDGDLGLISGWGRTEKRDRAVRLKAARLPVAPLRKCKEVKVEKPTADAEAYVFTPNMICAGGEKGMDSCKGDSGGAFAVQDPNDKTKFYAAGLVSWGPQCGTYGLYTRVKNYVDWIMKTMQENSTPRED
CatS block: blocks human cathepsin S protease activity; P25774; recombinant cathepsin S, AMC dipeptide fluorescence, pooled mixtures; inhibition, %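 (tested at 5 µM per compound within 10-compound mixtures)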; 62,000 tested, 0.06% active; AID 501; in the data active = inhibition above about 32%, passing the limit was not always enough; inconclusive = no clear call, values can overlap the other calls;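 note: 0% = enzyme without compound and 100% = blank without enzyme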
Target sequence (P25774 115-331 limits assumed): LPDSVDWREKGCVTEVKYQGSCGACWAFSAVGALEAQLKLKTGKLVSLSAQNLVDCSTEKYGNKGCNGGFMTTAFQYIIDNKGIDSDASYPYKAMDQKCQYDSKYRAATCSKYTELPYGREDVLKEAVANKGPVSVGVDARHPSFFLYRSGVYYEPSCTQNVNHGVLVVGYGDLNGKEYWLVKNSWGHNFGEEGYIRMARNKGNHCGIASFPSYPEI
ROCK2 blocker: inhibitors of human Rho kinase 2 | O75116 | purified ROCK2, Kinase-Glo ATP depletion luminescence | inhibition, % at 6 µM | 60,000 tested, 0.35% active;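 active = inhibition above the screen-wide mean inhibition plus 3 SD, cut at about 18% in these data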;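 note: plate controls were DMSO wells for no effect and Y-27632 control wells after no-enzyme background subtraction for full effect; many of its hits are not listed in these tables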
CatL inh: blocks human cathepsin L protease activity | purified cathepsin L, fluorogenic substrate, fluorescence | inhibition, %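 (tested at 10 µM)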 | P07711 | 58,000 tested, 0.17% active | AID 460; in the data active = inhibition above about 45%;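 note: 0% = enzyme with no compound and 100% = no enzyme blank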
* = called active by the depositor; ? = inconclusive; . = no result given. This is a subset (hit frequency here may not be typical).

Cathepsin G inh	CatL inh	CatB inh	ROCK2 blocker	CatS block	PKA inh	C1s block	CatB mixtures	HER2 expr 66K	smiles
9	.	2	2	-5	8	16	5	80	CCCc1nc(SCc2cccnc2)c2c(=O)n(C)c(=O)n(C)c2n1
-5	12	2	4	-3	9	-14	-1	70	Cc1[nH]nc(-c2ccc(O)cc2O)c1-c1ccc(Cl)cc1
-5	.	-9	8	-7	4	-3	-2	84	Cc1cc(C(=O)N2CCOCC2)n(-c2ccccc2)n1
12	31	-2	7	-4	4	11	0	80	Cn1c(CCN2CCCCC2)nc2cc(NS(=O)(=O)c3ccccc3)ccc21
6	18	2	7	-1	11	0	-1	99	O=c1c2ccccc2c2ccccc2c(=O)n1Cc1ccco1
9	63*	6	.	5	8	-14	2	115	COC(=O)c1ccc2c(c1)NC(=O)C(N1CCCC1)S2 (stereo not given)
-1	14	-2	-4	16	-4	-4	5	106	Cc1ccc(-n2ncc3c(NCc4ccco4)ncnc32)c(C)c1
8	9	-2	6	-6	6	-11	5	123	O=c1[nH]c(/C(=N\O)c2ccccc2)no1
-3	.	-3	-3	4	1	2	-8	89	C=CCN(c1ccc(C(=O)N2CCCC2)cc1)S(C)(=O)=O
-2	3	-4	1	5	5	-7	3	99	CC(=O)NC(O)C(=O)c1ccco1 (stereo not given)
1	-9	0	-3	1	-1	-9	-1	152	Cc1cccc2cc(C(c3nnnn3Cc3ccccc3)N3CCN(c4ccccc4)CC3)c(=O)[nH]c12 (stereo not given)
0	-3	1	1	22	-4	-16	-2	114	CC(C)NC(=O)NC1C2CC3CC(C2)CC1C3 (stereo not given)
-2	8	5	.	-3	11	12	4	106	CC(C)c1ccc(NC(=O)CCNS(=O)(=O)c2cccc3nonc23)cc1
11	12	6	1	-16	5	5	5	97	CCC(c1nnc(SCC(=O)N2CC(=O)Nc3ccccc32)n1Cc1ccccc1)N(C)C (stereo not given)
4	7	8	9	-5	9	-22	0	70	COC(=O)c1nc2n(n1)C(c1ccccc1OC)C1=C(CCCC1=O)N2 (stereo not given)
-13	9	9	1	13	9	-19	7	83	CCCn1c(=O)c(C(=O)NCc2ccccn2)c(O)c2ccccc21

Quoted from the listing:
CCCn1c(=O)c(C(=O)NCc2ccccn2)c(O)c2ccccc21 in CatS block is entered as 13
CC(C)NC(=O)NC1C2CC3CC(C2)CC1C3 (stereo not given) in PKA inh is entered as -4

Arranged by heavy-atom count (rising): part of the list above
Cathepsin G inh	CatL inh	CatB inh	ROCK2 blocker	CatS block	PKA inh	C1s block	CatB mixtures	HER2 expr 66K	smiles
-2	3	-4	1	5	5	-7	3	99	CC(=O)NC(O)C(=O)c1ccco1 (stereo not given)
8	9	-2	6	-6	6	-11	5	123	O=c1[nH]c(/C(=N\O)c2ccccc2)no1
0	-3	1	1	22	-4	-16	-2	114	CC(C)NC(=O)NC1C2CC3CC(C2)CC1C3 (stereo not given)
-5	.	-9	8	-7	4	-3	-2	84	Cc1cc(C(=O)N2CCOCC2)n(-c2ccccc2)n1
-5	12	2	4	-3	9	-14	-1	70	Cc1[nH]nc(-c2ccc(O)cc2O)c1-c1ccc(Cl)cc1
6	18	2	7	-1	11	0	-1	99	O=c1c2ccccc2c2ccccc2c(=O)n1Cc1ccco1
-1	14	-2	-4	16	-4	-4	5	106	Cc1ccc(-n2ncc3c(NCc4ccco4)ncnc32)c(C)c1
-13	9	9	1	13	9	-19	7	83	CCCn1c(=O)c(C(=O)NCc2ccccn2)c(O)c2ccccc21
4	7	8	9	-5	9	-22	0	70	COC(=O)c1nc2n(n1)C(c1ccccc1OC)C1=C(CCCC1=O)N2 (stereo not given)
-2	8	5	.	-3	11	12	4	106	CC(C)c1ccc(NC(=O)CCNS(=O)(=O)c2cccc3nonc23)cc1
12	31	-2	7	-4	4	11	0	80	Cn1c(CCN2CCCCC2)nc2cc(NS(=O)(=O)c3ccccc3)ccc21
11	12	6	1	-16	5	5	5	97	CCC(c1nnc(SCC(=O)N2CC(=O)Nc3ccccc32)n1Cc1ccccc1)N(C)C (stereo not given)
1	-9	0	-3	1	-1	-9	-1	152	Cc1cccc2cc(C(c3nnnn3Cc3ccccc3)N3CCN(c4ccccc4)CC3)c(=O)[nH]c12 (stereo not given)

New compounds follow
Cathepsin G inh	CatL inh	CatB inh	ROCK2 blocker	CatS block	PKA inh	C1s block	CatB mixtures	HER2 expr 66K	smiles
4	4	3	9	-1	8	-9	3	82	COC(=O)c1nc2n(n1)C(c1ccc(OC)c(OC)c1OC)C1=C(CCCC1=O)N2 (stereo not given)
1	0	-4	6	8	9	-36	4	77	CCN1C(=O)c2cccc3c(NC(=O)c4ccc5c(c4)OCCO5)ccc1c23
-1	-4	-4	10	-2	5	-1	2	95	Cc1cccc(-n2c(CCCN3C(=O)c4ccccc4C3=O)nc3ccccc3c2=O)n1
7	-2	-1	5	-8	4	-8	2	62	c1ccc(-c2nc(-n3ccnc3)nc(-n3ccnc3)n2)cc1
8	.	-1	3	-3	6	7	3	104	Cc1cccc(NC(=O)CSc2nc3c(c(=O)[nH]2)CCC3)c1C
10	7	3	-6	2	-6	-1	1	76	COC(=O)c1ccccc1S(=O)(=O)N(Cc1cc2ccc(OC)cc2[nH]c1=O)CC1CCCO1 (stereo not given)
-8	10	0	10	?	12	-37	-2	91	COc1ccc(NC(=O)C2OCCc3ccccc32)c(OC)c1 (stereo not given)
14	-1	4	-3	12	-1	14	2	95	c1ccn2c(CNc3ncnc4sccc34)nnc2c1
11	15	5	3	-2	7	9	3	104	COC(=O)CSc1nnc(-c2ccc(OC)cc2OC)o1
-3	13	-2	.	-4	-1	-2	-4	73	CCCn1c(=O)n(C)c(=O)c2c(SCc3cc(C(C)=O)ccc3OCC)nc(C3CC3)nc21
13	12	0	0	21	-2	8	6	83	COc1ccccc1NS(=O)(=O)c1ccc(O)c(C(N)=O)c1
-5	15	7	2	11	5	-3	0	83	C=CCn1c(C)cc(C(=O)CSc2nnc(-c3cccc(S(=O)(=O)N(CC)CC)c3)o2)c1C
-5	14	2	4	2	8	-12	-4	83	Cc1cc(C)cc(N(CC(=O)NC2CCC(C)CC2)S(=O)(=O)c2c(C)noc2C)c1 (stereo not given)
-5	.	3	4	-2	5	-54	-5	95	c1ccc2c(c1)nc(N1CCOCC1)c1nnnn12
1	4	0	3	10	6	-5	3	82	CCN1C(c2ccc(F)cc2)=CS/C1=C(\C#N)c1nnc2n1-c1ccccc1SC2
-11	5	1	8	12	9	-17	1	109	Cc1nnc(N(C)C(=O)c2cccnc2)s1
-11	-2	8	3	10	9	-34	2	92	COCCn1cc(C(=O)NCc2cccs2)c2c3ccccc3n(C)c2c1=O
10	0	3	-6	-2	5	-6	-4	95	CCCCC(=O)N(CCOC)c1nnc(-c2ccc(OC)cc2)s1
12	18	4	3	45	1	2	14	87	O=C(COC(=O)C1CC2C=CC1C2)NCc1ccco1 (stereo not given)
9	15	3	1	0	2	7	2	106	C=CCOc1ccc(/C(O)=C2\C(=O)C(=O)N(CCOC)C2c2cccnc2)cc1 (stereo not given)
-2	.	-1	.	11	.	0	-1	104	CC(C)Oc1ccc(-c2cc(=O)[nH]c(=O)[nH]2)cc1
11	4	0	4	-3	8	5	0	78	Cc1ccc(CS(=O)(=O)CCC(=O)N2CCOCC2)cc1
19	.	2	3	8	8	16	-4	71	CCOC(=O)c1ccc(NC(=O)CNC(=O)C2CCCCC2)cc1
11	24	6	4	-6	2	16	3	100	O=C(Cn1cc2c(n1)CCCC2)NCCCN1CCN(C2CCCCC2)CC1
-2	.	1	.	-15	.	-92	-9	83	CN1CCCCc2c1[nH]c1ccccc1c2=O
6	-2	4	-1	3	6	12	3	101	CC1CCCCC1NS(=O)(=O)c1ccc(S(=O)(=O)N2CCN(CCC#N)CC2)cc1 (stereo not given)
4	6	3	4	-1	8	-6	0	79	O=C(CSCC(=O)N1CCOCC1)Nc1nc(-c2ccc3c(c2)OCO3)cs1
6	-9	1	.	-5	5	-10	1	73	CC(C)(C)OC(=O)N1CCC[C@@H]1C(=O)N1CCC(C(=O)O)CC1
-1	-6	0	-2	1	-10	1	2	96	Cc1ccc(C)c(N2CCN(C(=O)CCc3nc4ccccc4[nH]3)CC2)c1
-4	0	1	5	-11	10	-9	0	96	CC(NC(=O)Cn1cc2c(n1)CCCCC2)c1ccccc1 (stereo not given)
-5	.	-3	.	3	6	-29	-7	88	Cc1cc(C)c(C(=O)OCCNC(=O)c2cccnc2)cc1C
0	-4	5	-4	6	4	-41	4	124	O=C(O)c1cc(S(=O)(=O)N2CCCCCC2)c(Cl)cc1Cl
1	6	-1	4	9	9	-5	1	83	c1ccc(CCn2nnnc2C(c2cccnc2)N2CCN(c3nc4ccccc4s3)CC2)cc1 (stereo not given)
9	15	1	2	2	3	12	3	85	O=c1nc(N2CCOCC2)ccn1-c1nc(-c2ccccc2)oc1-c1ccccc1
-39	-13	1	8	-49	6	-67	-28	62	CCOc1ccc2oc(-c3ccccc3)c(C(=O)N3CCN(CCO)CC3)c2c1
9	10	1	.	7	8	1	3	.	COc1ccccc1CC1(C)NC(=O)N(CC(=O)N2CC(C)OC(C)C2)C1=O (stereo not given)
10	2	2	4	-2	6	4	-1	125	O=C1Nc2ccccc2C1=Nc1ccc(-c2nnc3n2CCCCC3)cc1
-10	1	4	-3	12	-1	-18	1	81	CCN(C(=O)CCc1nc(-c2ccccc2F)no1)c1cc(OC)ccc1OC
8	30	-2	4	5	-5	14	5	96	CCN(CC)CCN1C(=O)C(=O)/C(=C(/O)c2ccccc2)C1c1ccccc1F (stereo not given)
-11	.	3	3	12	4	-118	-1	89	CN(CC(=O)NCCC1=CCCCC1)S(=O)(=O)c1ccc2c(c1)c(=O)n(C)c(=O)n2C
2	0	0	4	22	13	-22	8	127	O=C(C1CCC1)N1CCc2cc(S(=O)(=O)Nc3ccc4c(c3)OCO4)ccc21
14	14	7	-3	-2	-1	22*	5	95	COCCCNC(CC(=O)Nc1ccccc1C(=O)OC)C(=O)O (stereo not given)
-3	11	1	1	7	2	-10	-2	83	O=C(CSc1nnc(Cn2c(=O)sc3ccccc32)n1-c1ccccc1)Nc1nccs1
-22	1	5	-3	-20	0	-59	-8	63	O=C(NC1CCCCC1)N(Cc1nc2ccccc2c(=O)[nH]1)C1CCCCC1
8	11	3	4	14	5	-4	-5	101	CCc1c(C)nc(SC)n(CC#N)c1=O
-6	.	-1	2	1	1	-22	0	115	c1csc(-c2cn3c(n2)SCC3)c1
-10	0	4	0	16	-1	-24	-4	112	O=C(c1ccc(Cl)cc1)N(Cc1cccs1)C1CCS(=O)(=O)C1 (stereo not given)
-1	7	10	0	8	4	-12	6	-3.2*	CCn1c(SCC(=O)N2c3ccccc3CCc3ccccc32)nc2c1c(=O)n(C)c(=O)n2C
.	8	-2	-2	.	-12	.	.	119	C=CCNc1nc(C2(C)CC3(CC(C)(C)OC3=O)C(=O)O2)cs1 (stereo not given)
